Bioassay records deposited in PubChem BioAssay by National Center for Advancing Translational Sciences (NCATS).
PGK inhibitor: blocks T. brucei phosphoglycerate kinase | P07378 | PGK/GAPDH coupled, Kinase-Glo luminescence, 60 min | Potency, µM (top dose mostly 57.5 µM), without a hit: top-dose activity change, negative = inhibition, hits mostly inhibitors | actives 0.043% (n = 380,000); note: potency is the fitted concentration of half-maximal effect; % is set by controls: 0 for no effect and ±100 for the full control effect; nearly all actives have a fitted effect of over 60% in size
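Recombinant glycosomal PGK reaction used 1,3-bisphosphoglycerate generated in-well by GAPDH (100nM final) in 100mM TEA pH 7.6, 5mM MgCl2, 0.01% Tween-20. After 60 minutes at room temperature, ATP was read by Kinase-Glo Plus luminescence end-point.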
GLS inh: glutaminase GLS (human) inhibition; Potency, µM (titrated, usually from 45.5 µM), for the others: at the highest dose activity change, negative = inhibition, most hits filed as inhibitors; actives 0.21% (n = 410,000); O94925; GLS enzymatic activity, qHTS titration; note: potency is the fitted concentration of half-maximal effect; % is set by controls: 0 for no effect and ±100 for the full control effect
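Two-point fluorescence kinetic (t0, 30 min RT) for hKGA; glutamate detected via glutamate oxidase–HRP–Amplex Red. Substrate: 1 mM L-glutamine solution; buffer 45 mM KH2PO4, pH 8.2.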
Pol eta inh: DNA polymerase eta (human) inhibition. Potency, µM (series often up to 114 µM), for inactives: at the highest dose activity change, negative = inhibition, usual class: inhibitors. Q9Y253. AID 588591. recombinant Pol eta, fluorescent DNA replication assay. actives 1.2% (n = 390,000); note: potency is the fitted concentration of half-maximal effect; % is set by controls: 0 for no effect and ±100 for the full control effect
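Pol eta (10 nM) was preincubated with compounds for 15 min at room temperature, after which fluorescent replication substrate (50 nM final) was added to start the reaction. Fluorescence was read kinetically at 0 and 10 min.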
BAZ2B block: BAZ2B (human) inhibition; AlphaScreen BAZ2B-H3K14Ac peptide displacement; Potency, µM (doses to about 114 µM), without a hit: top-dose activity change, negative = inhibition, most hits filed as inhibitors; actives 4.4% (n = 360,000); AID 504333; note: potency is the fitted concentration of half-maximal effect; % is set by controls: 0 for no effect and ±100 for the full control effect; nearly all actives have a fitted effect of over 60% in size
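AlphaScreen displacement of biotin-H3(5-23)K14Ac peptide (50 nM final) from BAZ2B (50 nM final) in PBS pH 7.4, 0.01% Tween-20; complex preformed 30 min RT, then compounds (top 110 uM) 30 min RT, beads 20 min dark.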
Pin1 inhibitor: blocks the human prolyl isomerase Pin1; Q13526; Pin1 FP peptide displacement, HiFluor488, 10 min; Potency, µM (highest dose often 115 µM), for the others: top-dose activity, negative = inhibition, hits mostly inhibitors; actives 0.009% (n = 390,000); AID 504891; active = well fitted inhibition curve with a large enough effect in the polarisation, with a control signal flat, not every such curve was filed as active; inconclusive = small, poorly fitted or top-dose-only effect, or effect the other way, or a change in a side signal; inactive = no such curve, though single readings can be large or run the other way; the % refers to the polarisation; note: potency is the fitted concentration of half-maximal effect; % is set by controls: 0 for no effect and ±100 for the full control effect
HP1b binding inh: blocks HP1-beta chromodomain binding to methylated histone tails; AlphaScreen HP1-beta / biotin-H3K9me3 peptide binding; Potency, µM (series often up to 114 µM), inactives show top-dose activity change, negative = inhibition, actives largely listed as inhibitors; actives 0.56% (n = 390,000); AID 540317; note: potency is the fitted concentration of half-maximal effect; nearly all actives have a fitted effect of over 70% in size; inactives centre near 23
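HP1-beta protein (50 nM final) preincubated 30 min at room temperature with biotinylated H3(1-18)K9me3 peptide (50 nM) in PBS pH 7.4, 0.01% Tween-20, then compound added for 30 min. AlphaScreen streptavidin donor/nickel chelate acceptor beads (10 ug/mL final), 30 min dark, luminescence read.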
PI4K2A block: blocks human PI4K2A kinase activity. purified PI4K2A, ADP-Glo luminescence, 1 h; hits give low values. activity change, negative = inhibition, % at 76.9 µM. Q9BTU6. actives 0.13% (n = 420,000). AID 1346378; in the data active = activity change below about -50%; inconclusive = mostly about -30% to -49%;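 note: -100% = wells without enzyme as full effect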
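Compounds are screened against recombinant PI4K2A using PI as substrate and ATP, the latter dispensed at 300 microM. Reactions run one hour at ambient temperature before ADP-Glo detection; full inhibition defined by wells lacking enzyme.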
JMJD2A Tudor inh: JMJD2A Tudor domain (human) inhibition; AlphaScreen JMJD2A-Tudor / H3K4me3 peptide binding; O75164; Potency, µM (titrated, usually from 114 µM), inactives show at the top dose activity change, negative = inhibition, hits mostly inhibitors; actives 4.4% (n = 390,000); note: potency is the fitted concentration of half-maximal effect; % is set by controls: 0 for no effect and ±100 for the full control effect; nearly all actives have a fitted effect of over 50% in size
G9a block: G9a (human) methyltransferase inhibition | G9a H3K9 monomethylation, AlphaScreen, 2 h | Potency, µM (titrated, usually from 102 µM), for the others: top-dose activity, negative = inhibition, most hits filed as inhibitors | actives 8.8% (n = 350,000); note: potency is the fitted concentration of half-maximal effect; % is set by controls: 0 for no effect and ±100 for the full control effect; nearly all actives have a fitted effect of over 75% in size
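G9a (20 nM) was preincubated 15 min with compound, then reacted 2 h at room temperature with 500 nM biotin-H3K9 peptide and 20 µM SAM. Monomethyl-H3K9 detected by AlphaScreen using anti-H3K9me1 antibody.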
An asterisk follows results filed as active; i = inactive; ? = inconclusive; · = no result given; & = joins results of further samples; [ ] = remark or other dose. Unless noted, calls come from the whole dose curve; as a rule, active = well fitted curve in the direction sought with a large enough effect; inconclusive = small, poorly fitted or top-dose-only effect, or another doubt; inactive = no such curve, though single readings can be large; an effect the other way counts as inactive or inconclusive. These rows are one share of the data; count on the stated rates, not on these rows.

nr	Molecule	PGK inhibitor	GLS inh	Pol eta inh	BAZ2B block	Pin1 inhibitor	HP1b binding inh	PI4K2A block	JMJD2A Tudor inh	G9a block
1	COc1ccc(CNC(=O)CN(Cc2ccco2)C(=O)CCC(=O)Nc2ccccn2)cc1	0%	-6%	-4%	-3%	0%	12%	2	-1%	4%
2	Nc1ncc(Br)cc1S(=O)(=O)NCCC(=O)NC1CCCCC1	i	31%	-12%	-22%	-7%	10%	-2	?	-21%
3	C[C@@H]1CN([C@H](C)CO)C(=O)CCCn2nncc2CO[C@@H]1CN(C)S(=O)(=O)c1cn(C)cn1	-4%	2%	-8%	·	·	·	-7	·	·
4	NC1=NC(=O)/C(=C\c2cccs2)S1	-6%	1%	15%	10%	-1%	11%	15	-9%	11%[59 µM]
5	COC1=C(NCc2ccc3c(c2)OCO3)C(=O)C(OC)=C(NCc2ccc3c(c2)OCO3)C1=O	1%	2%	-10%	·	-12%	33%	4	-3%	·
6	CC1=Nc2cc(C(=O)N3CCCC3)ccc2Sc2c(C)ccc(C)c21	i	20%	-8%	-20%[57.1 µM]	2%	7%[57 µM]	5	-20%	3%
7	COc1ccc(NC(=S)N(CCN2CCOCC2)Cc2ccccc2F)cc1	-2%	2%	-17%	-10%	48%[activator]	14%	-9	-21%	-4%
8	O=C(COc1ccc(-c2nnco2)cc1)NCc1ccccc1Cl	-1%	10%	-7%	-4%	-10%	21%	4	-22%	-7%
9	COc1ccc(NC(=S)Nc2ccc3cn[nH]c3c2)cc1	-5%	52%[activator]	-14%	4%	0%	35%	4	-1%[11.4 µM]	?
10	COc1ccc(Cc2nc3ccc(C(=O)N(C)CCO)cc3o2)cc1	-5%	-3%	-6%	-36%	-7%	16%	2	-9%	10%
11	O=[N+]([O-])c1cccc(-c2noc(-c3cccs3)n2)c1	-9%	1%	-10%	-7%	-12%	23%	4	-20%	·
12	COC(=O)c1ccc(OCC2c3cc(OC)c(OC)cc3CCN2C(=O)COc2ccc(Cl)cc2)cc1 (stereo not drawn)	-2%	-9%	-21%	-10%	2%	-12%	-3	-27%	-2%[59 µM]
13	Cc1cc(C)cc(N(C)S(=O)(=O)c2nnc(NC(=O)COc3ccc(Cl)cc3)s2)c1	-4%	4%	-5%	-10%	12%	9%	2	-28%	-38%[59 µM]
14	CC(=O)Nc1ccc(NC(=O)c2cccc(Oc3ccccc3)c2)cc1	-7%	-3%	-9%	0%	3%	-7%	4	-31%[57.1 µM]	14%
15	CCN(CC)S(=O)(=O)c1ccc(C(=O)N2CCN(c3ncccn3)CC2)cc1	-8%	-15%	-18%	-2%	10%	10%	-23	-8%	?
16	O=C(OCc1cc(Cl)ccc1OC(F)F)c1cncc(Br)c1	-6%	3%	-22%	·	-6%	314%[activator]	-1	48%[activator][57.1 µM]	365%[activator]
17	CC(C(=O)N1CCc2ccccc21)N1CCN(S(=O)(=O)c2ccc(C(F)(F)F)cc2)CC1 (stereo not drawn)	-2%	1%	-14%	23%	-2%	9%	-4	-12%	10%[12.7 µM]
18	O=C(CCN1C(=O)/C(=C/c2ccccc2)SC1=S)NCCc1ccc(O)cc1	i	-3%	1%	-17%	5%	19%	13	-8%	51%[activator]
19	COc1cccc(CNS(=O)(=O)c2ccc(S(=O)(=O)NC3CC3)cc2)c1	i	0%	?	4%	1%	26%	4	5%	19%
20	CCCCCC(=O)N1C[C@@H](n2cc(COC(=O)c3ccccc3)nn2)[C@H](O)C[C@@H]1c1ccc(C)cc1	2%	-2%	-14%	·	·	·	1	·	·
21	CC(C)(C)OC(=O)C[C@H]1C/C=C\C[C@@H](CC(=O)N(CCO)Cc2ccccc2)C(=O)N[C@H](Cc2ccccc2)COC1=O	-9%	-11%	-12%	·	7%	17%	3	-20%	·
22	CCCCn1c(O)c(/C=C2\C=NN=C2c2ccccc2)sc1=S	0%	-11%	-16%	-13%	-4%	15%	-1	-27%	-2%
23	CCCCC(=O)OC1=C(C(=O)c2ccccc2)N(CC)S(=O)(=O)c2ccccc21	·	11%	·	?	0%	8%	38	-23%	-30%[59 µM]
24	CCOc1cc(N2CCOCC2)c(OCC)cc1NC(=O)Cn1[nH]c(=O)c2ccccc2c1=O	-16%	0%	-4%	-1%&-8%	-5%	5%	-4	5%	16%
25	COC(=O)[C@@]12CCCCN1[C@H](c1ccc(-c3ccc(OC)cc3)cc1)[C@@H]1C(=O)N(C)C(=O)[C@@H]12	3%	-3%	-11%	-37%	4%	27%	-3	-21%	13%[2.33 µM]
26	Cc1ccc2nc(COc3ccccc3NC(=O)c3ccccc3F)cc(=O)n2c1	0%	5%	-13%	6%	1%	29%[57 µM]	1	4%	-7%[59 µM]
27	C[C@H](NC(=O)c1[nH]cnc1C(=O)Nc1cccc(Cl)c1)c1ccccc1	5%	-2%	-24%	1%	-4%	48%[activator]	-1	-18%	2%[0.501 µM]
28	O=C(/C=C/c1ccc(F)cc1)NCCC1=CCCCC1	-8%	-3%	-10%	-34%	-7%	28%	5	-6%	13%[0.501 µM]
29	CC1(C(=O)NC(=S)NNC(=O)c2ccncc2)CCCCC1	i	18%	-20%	-2%	-14%	17%	-1	-11%	-42%[59 µM]
30	CCCCn1c(SCn2nnc3ccccc3c2=O)nc2cc(S(N)(=O)=O)ccc21	-12%	-2%	-14%	-5%	13%	13%	0	-27%	?
31	CCOc1ccc(S(=O)(=O)c2c(C(=O)c3ccccc3)cnc3cc4c(cc23)OCCO4)cc1	i	-5%	-15%	5%	17%	12%	-1	-25%	-3%
32	O=C(Nc1cc(-c2ccc(F)c(F)c2)no1)c1ccccc1F	i	-2%	-11%	-11%	2%	21%	0	-24%	-1%[59 µM]
33	CCCCN(CC)CCCNC(=O)c1cc2c(=O)oc3ccc(C)cc3c2s1	-8%	-4%	-18%	-13%	-3%	3%	13	-22%	-40%[59 µM]
34	CN(C)c1ccc(Nc2c3c4c(cccc4n(C)c2=O)C(=O)c2ccccc2-3)cc1	0%	18%	-14%	1.6µM*	?	4.5µM*	-1	3.5µM*	?
35	COc1ccc(C(=O)N2CCCC(c3nc(-c4cc(OC)c(OC)c(OC)c4)no3)C2)cc1 (stereo not drawn)	i	-7%	-15%	4%	13%	25%	7	-16%	-14%[59 µM]
36	COC(=O)c1sc(-c2ccc(C(C)(C)C)cc2)cc1NC(=O)CSCC(=O)O	-12%	27%	89µM*	-28%	?	21%	-3	-31%	-27%
37	CCCCN1C[C@H](Cc2ccccc2)[C@@H](CC(=O)Nc2ccccc2)C1=O	11%	1%	-12%	-6%	?	67%[activator]	2	-10%	·
38	O=C(CSc1nnnn1C1CCCCC1)Nc1ccc(F)cc1	-2%	5%	16%	7%	1%	25%	0	-18%	·
39	O=C(O)COc1ccc(/C=C/c2nc(-c3ccccc3O)n[nH]2)cc1	-5%	18%	-6%	-30%	2%	33%	-4	-1%	13µM*
40	COc1ccccc1C(=O)NNC(=O)c1ccccc1[N+](=O)[O-]	2%	-5%	-15%	7%	-5%	19%	7	-14%	?
41	Cc1ccccc1CNC(=O)CCn1nc(C)c2c(C)n(-c3ccccc3)nc2c1=O	1%	-4%	-6%	0%	-8%	74%[activator]	6	-7%	34%
42	Cc1nccn1CCOc1ccccc1Cl	i	-12%	-6%	-28%	-4%	29%	2	-12%	22%[59 µM]
43	O=C(NC1(C(F)(F)F)NC(=O)N(C2CCCCC2)C1=O)C1CC1 (stereo not drawn)	i	4%	-11%	-2%	-4%	22%	1	-15%	4%
44	O=C(CSc1nc(O)c(Cc2ccccc2)c(=O)[nH]1)N1CCOCC1	-2%	-1%	-5%	-20%	0%	53%[activator]	4	8%	5%
45	O=C(O)c1[nH]c2ccc(Cl)cc2c1CC(=O)N1CCN(c2ccccc2)CC1	-3%	30%[activator]	-3%	-2%	-3%	-10%	-9	-28%	50µM*
46	CC1(c2nnc(-c3cccc(Cl)c3)o2)CC(c2ccc(Br)cc2)=NO1 (stereo not drawn)	0%	3%	-22%	·	2%	69%[activator]	2	17%	·
47	COc1ccc([C@H]2C[C@@H](n3cc(COC(=O)c4ccccc4)nn3)[C@H](O)CN2C(=O)c2cccs2)cc1	i	-2%	4%	·	·	·	-3	·	·
48	COc1ccc(S(=O)(=O)Nc2ccc(-n3cccc3)cc2)cc1	i	3%	-25%	71µM*	1%	45µM*	4	56µM*	50µM*
49	COc1ccc(C2(O)CCN(C(=O)c3ccc4c(c3)OCO4)CC2)cc1	3%	8%	2%	-5%	-5%	-9%	-2	-32%	-2%[12.7 µM]
50	Cc1ccc(-c2nn(-c3ccccc3)cc2/C=N/O)cc1	-8%	13%	-9%	-17%	-14%	-13%	1	?	3%
51	CCn1c(=N)n(CCOc2ccc(OC)cc2)c2ccccc21	6%	-3%	-6%	9%	5%	57%[activator]	11	3%[11.4 µM]	20%
52	CC1=C(C(=O)Nc2ccccc2)C(c2cccnc2)n2nc(SCc3ccccc3Cl)nc2N1 (stereo not drawn)	-8%	12%	7%	?	6%	52%[activator]	-6	5%	2%[59 µM]
53	CCOc1ccc(-n2c(SCC(=O)Nc3ccc(F)cc3)nc3c([nH]c4ccccc43)c2=O)cc1	-2%	-5%	5%	1%	4%	21%[57 µM]	3	-12%	3%[59 µM]
54	Nn1c(SCC(=O)NC2CCCCC2)nnc1-c1ccco1	-2%	1%	-2%	-1%	-1%	41%[activator]	-3	6%	12%[12.7 µM]
